# HADH2 inh = blocks human hydroxyacyl-CoA dehydrogenase type II; recombinant HADH2, NADH fluorescence, beta-hydroxybutyryl-CoA; Potency, µM (top dose mostly 57.1 µM), inactives show at the highest dose activity change, negative = inhibition, hits mostly inhibitors; hit rate 3.4% among 73,000; further: potency means the concentration at half of the fitted maximal effect; on the % scale 0 is the no-effect control and ±100 the full control effect; nearly all actives have a fitted effect of over 60% in size; many of its hits are not listed in these tables
# Target sequence (Q99714 whole entry, looked up, one chain of several): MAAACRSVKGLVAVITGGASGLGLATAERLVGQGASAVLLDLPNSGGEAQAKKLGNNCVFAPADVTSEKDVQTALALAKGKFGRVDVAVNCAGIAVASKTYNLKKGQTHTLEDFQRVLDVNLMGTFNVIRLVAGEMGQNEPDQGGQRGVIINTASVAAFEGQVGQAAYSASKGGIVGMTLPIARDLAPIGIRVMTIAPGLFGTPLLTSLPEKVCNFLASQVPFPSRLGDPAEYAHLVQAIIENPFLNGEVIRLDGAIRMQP
#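 NADH fluorescence (ex 360/em 450 nm) read every 30 s for 4 min; activity taken as last-minus-first time point difference. Enzyme 20 nM, NAD+ 1 mM, beta-hydroxybutyryl-CoA 90 uM, pH 9.0 Tris buffer.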
# FLuc inh = blocks Photinus pyralis firefly luciferase activity; AID 411; Potency, µM (series often up to 57.1 µM), without a hit: top-dose activity change, negative = inhibition, usual class: inhibitors; purified firefly luciferase, luminescence, 8 min; P08659; hit rate 2.2% among 72,000; further: potency means the concentration at half of the fitted maximal effect; on the % scale 0 is the no-effect control and ±100 the full control effect; nearly all actives have a fitted effect of over 40% in size
#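 Here, luciferase activity is measured as luminescence following an 8 min room-temperature reaction at 10 uM ATP, pH 7.2. Every library sample is titrated.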
# Tau filament bind = binds recombinant human tau filaments | P10636 | recombinant tau filaments, thioflavin S fluorescence, 15 h; filaments grown with octadecylsulfate alongside compound | Potency, µM (highest dose often 57.1 µM), for the others: at the top dose activity change, negative = inhibition | hit rate 2% among 71,000 | AID 596;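 further: potency means the concentration at half of the fitted maximal effect; on the % scale 0 is the no-effect control and ±100 the full control effect; actives lower thioflavin S fluorescence by blocking filaments or displacing dye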
# Target sequence (P10636 whole entry, looked up): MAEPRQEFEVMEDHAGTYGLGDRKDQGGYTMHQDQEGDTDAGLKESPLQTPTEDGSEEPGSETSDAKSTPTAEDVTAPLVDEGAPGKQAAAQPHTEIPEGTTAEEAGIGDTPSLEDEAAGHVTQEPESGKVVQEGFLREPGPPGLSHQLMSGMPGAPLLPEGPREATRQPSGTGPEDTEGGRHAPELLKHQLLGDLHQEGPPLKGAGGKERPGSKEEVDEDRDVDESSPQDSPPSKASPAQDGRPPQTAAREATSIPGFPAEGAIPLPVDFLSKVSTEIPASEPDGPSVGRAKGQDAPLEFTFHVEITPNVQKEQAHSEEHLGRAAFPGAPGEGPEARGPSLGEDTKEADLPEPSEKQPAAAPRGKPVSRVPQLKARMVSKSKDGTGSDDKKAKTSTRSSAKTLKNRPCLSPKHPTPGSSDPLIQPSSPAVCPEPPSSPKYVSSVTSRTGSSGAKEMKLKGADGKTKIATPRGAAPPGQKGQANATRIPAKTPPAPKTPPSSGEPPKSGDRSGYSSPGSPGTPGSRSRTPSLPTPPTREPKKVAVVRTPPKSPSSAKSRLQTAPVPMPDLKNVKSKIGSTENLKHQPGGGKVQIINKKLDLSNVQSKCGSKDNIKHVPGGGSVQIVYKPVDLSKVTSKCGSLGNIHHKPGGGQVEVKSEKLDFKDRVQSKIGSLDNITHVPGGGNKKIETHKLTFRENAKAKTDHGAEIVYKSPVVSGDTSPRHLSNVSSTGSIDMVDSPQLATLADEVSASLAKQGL
#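 Quantitative HTS: thioflavine S signal from ODS-induced tau filaments, excited at 450 nm, emission 510 nm. Conditions: 1 uM tau, 30 uM ODS, 15 h at 37 C, pH 7.4.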
# ERK AVP block = blocks ERK signaling stimulated by vasopressin; Potency, µM (titrated, usually from 57.5 µM), without a hit: at the highest dose activity, negative = inhibition, most hits filed as inhibitors; hit rate 0.99% among 72,000; HEK293-V1b, vasopressin-stimulated pERK AlphaScreen; AID 995; further: potency means the concentration at half of the fitted maximal effect; on the % scale 0 is the no-effect control and ±100 the full control effect; nearly all actives have a fitted effect of over 55% in size
#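 HEK293 cells stably expressing V1b receptor, seeded overnight in 1% FBS, were treated with compounds for 30 min at 37C, then stimulated 5 min with 25 nM vasopressin; phospho-ERK read by AlphaScreen SureFire after lysis.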
# DNA Pol III inh = DNA polymerase III holoenzyme inhibition; hit rate 0.25% among 71,000; reconstituted DNA polymerase III holoenzyme replication, biochemical; Potency, µM (highest dose often 57.1 µM), inactives show at the top dose activity change, negative = inhibition; AID 603; further: potency means the concentration at half of the fitted maximal effect; on the % scale 0 is the no-effect control and ±100 the full control effect
#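 Reconstituted *E. coli* holoenzyme (0.35 nM Pol III, 1 nM beta, 154 nM SSB, 2 nM primase) was preincubated with compound for 15 min at RT. Synthesis on 1.4 nM ssM13Gori ran 35 min, then was stopped with PicoGreen/EDTA and read as dsDNA fluorescence.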
# CRE-bla Fsk = CRE-bla signaling modulation under forskolin stimulation; AID 662; hit rate 2.5% among 71,000; CHO CRE-bla reporter (cAMP response element driving beta-lactamase), forskolin EC10, beta-lactamase ratio; Potency, µM (doses to about 38.2 µM), for inactives: at the top dose activity change, negative = inhibition, hits mostly activators; active means well fitted activation curve with a large enough effect in the signal ratio, with a control signal flat, not every such curve was filed as active; inconclusive means small, poorly fitted or top-dose-only effect, or effect the other way, or a change in a side signal; the % refers to the signal ratio; further: potency means the concentration at half of the fitted maximal effect; % of control where 0% means no effect
#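 CRE-bla CHO reporter cells treated with compound titration plus EC10 NKH 477 (water-soluble forskolin), incubated 3 h at 37 °C; CCF4 loading 2 h at room temperature, 460/530 nm emission ratio read, AC50 values derived for positive or negative modulators.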
# HBB splice mod = modulators of hemoglobin beta chain splicing; HBB splicing reporter cell assay, activation; EGFP reporter with mutant IVS2-654 intron; response scale: normalised to 500 nM splice-correcting PNA; Potency, µM (doses to about 46.1 µM), without a hit: at the top dose activation, usual class: activators; hit rate 0.06% among 65,000; AID 925; further: potency means the concentration at half of the fitted maximal effect; 0% is about no effect
#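 Compounds were applied for 2 days to HeLa EGFP-654 cells, 500/well in Optimem with 2% FCS. The reporter's EGFP is disrupted by mis-splicing of beta-globin intron IVS2-654. Readout: summed well GFP fluorescence from 488 nm laser scanning; reference was 500 nM antisense […] 654 PNA.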
# Rhodamine fluor = rhodamine region autofluorescence | Rhodamine-region fluorescence, 547/598 nm, Tris buffer; stronger effect = higher value | max dye-equivalent concentration, M | hit rate 0.05% among 59,000 | AID 594; in the data active means max dye-equivalent concentration above about 11 nM; inconclusive means between about 1.1 nM and that limit
#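 A six-point rhodamine series on each plate calibrates the signal. Compounds sit in 100 mM Tris (pH 8.0) for 15 min at ambient temperature before imaging through 547 nm/598 nm filters.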
# Hsp90 Hop PPI = changes Hsp90-Hop TPR2A binding signal, up or down; Potency, µM (series often up to 57 µM), for inactives: at the top dose activity change, negative = inhibition; hit rate 0.44% among 71,000; AlphaScreen TPR2A-His6 binding biotin-Hsp90 C-terminal peptide; active means well fitted curve in either direction with a large enough effect; inconclusive means small, poorly fitted or top-dose-only effect, or another doubt; further: potency means the concentration at half of the fitted maximal effect; on the % scale 0 is the no-effect control and ±100 the full control effect; many of its hits are not listed in these tables
# ALOX15 inhib = inhibitors of human 15-lipoxygenase (ALOX15) | P16050 | purified 15hLO-1, xylenol orange hydroperoxide absorbance | Potency, µM (highest dose often 57.1 µM), for inactives: top-dose activity change, negative = inhibition, most hits filed as inhibitors | hit rate 1.4% among 74,000; further: potency means the concentration at half of the fitted maximal effect; on the % scale 0 is the no-effect control and ±100 the full control effect; nearly all actives have a fitted effect of over 55% in size
#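 Inhibition is scored from a chromogenic endpoint. After 15 min enzyme-compound contact, arachidonic acid (50 uM final) reacts 6 min with 40 nM 15hLO-1 at room temperature, then Fe-XO reagent is added for 30 min and absorbance ratio recorded.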
# Texas Red fluor = compounds fluorescent in Texas Red spectral region. Compound fluorescence, Texas Red channel, 547/618 nm; stronger effect = higher value. max dye-equivalent concentration, M. hit rate 0.06% among 59,000; in the data active means max dye-equivalent concentration above about 10 nM; inconclusive means between about 1.1 nM and that limit
#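 Compound fluorescence was read after 15 min at room temperature in 100 mM Tris, pH 8.0, using 547 nm excitation and 618 nm emission across a concentration series. It was expressed as Texas Red dye-equivalent concentration from an on-plate standard curve.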
# Numbers without * were called inactive; i = inactive; u = inconclusive; x = not tested or not shown; [ ] = another dose, or the depositor's remark. Unless noted, the call rests on the fitted dose curve; in most records, active means well fitted curve in the direction sought with a large enough effect; inconclusive means small, poorly fitted or top-dose-only effect, or another doubt; inactive means no such curve, though single readings can be large; an effect the other way counts as inactive or inconclusive. A portion of the library (hit frequency here may not be typical).
SMILES,HADH2 inh,FLuc inh,Tau filament bind,ERK AVP block,DNA Pol III inh,CRE-bla Fsk,HBB splice mod,Rhodamine fluor,Hsp90 Hop PPI,ALOX15 inhib,Texas Red fluor
O=c1oc2ccccc2n1CCCCCn1c(=O)oc2ccccc21,2%,1%,0%,20%,-2%,u,7.1%[0.369 µM],i,2%,-1%,i
CCn1c(SCC(=O)Nc2ccccc2N2CCOCC2)nnc1-c1ccccc1,0%,3%,3%,4%,1%,3%,-1.5%,i,-5%,3%,i
C=CCN1C(=O)C(CC(=O)O)SC1=Nc1c(C)n(C)n(-c2ccccc2)c1=O (stereo not given),2%,0%,10%,-14%,0%,8%,6.1%,i,-3%,8%,i
C/C(CCN1CCCCc2nc(C)c(C)cc21)=N\OC[C@@H](C)[C@H](OCc1ccccc1)C(C)C,4%[11.4 µM],1%[11.4 µM],x,18%[11.5 µM],x,x,-0.4%[9.22 µM],x,x,8%[11.4 µM],x
Cc1cn2c(-c3ccc(Cl)cc3)nnc2s1,-1%,2%,23%,-12%,2%,22%,0.0%,x,-2%,-2%,x
COc1ccccc1-c1cc(C(=O)N2CCN(c3ccccc3OC)CC2)no1,0%,0%,0%,0%,-6%,-2%,-0.4%,i,-2%,-7%,i
COc1ccc(C2C(C(=O)N3CCOCC3)=C(C)NC3=C2C(=O)CC(C)(C)C3)c(OC)c1 (stereo not given),u,0%,-3%,3%,-1%,5%,0.1%[57.5 µM],i,0%,6%,u
Cc1ccc(NC(=O)c2nc[nH]c2C(=O)N2CCCCC2)c(C(=O)c2ccccc2)c1,-1%,-1%,1%,15%,-7%,8%,-1.3%,i,-7%,-16%,i
O=C(Nc1nnc(-c2ccco2)s1)C1CC1,27%,1%,3%,-3%,6%,3%,x,i,-1%,24%,i
Fc1ccc(COc2ccc(/C=N/n3cnnc3)cc2)cc1,-2%[11.4 µM],-1%,20%[11.4 µM],8%,-1%[11.4 µM],u,0.6%[0.0738 µM],x,-6%[11 µM],18%[11.4 µM],x
COC(=O)[C@@H]1C[C@H]1[C@@H](NC(=O)OCc1ccccc1)c1ccccc1,-5%,x,-3%,x,-12%,9%,1.5%,x,-3%,x,x
CCOC(=O)c1cc(S(=O)(=O)N2CCN(C(=O)OCC)CC2)cn1C,2%,0%,0%,11%,-4%,u,-0.1%,i,0%,-1%,u
CCN(CC)C(=O)Oc1ccc2c(=O)c(-c3ccc(OC)cc3)c(C)oc2c1,-4%,3%,4%,32µM*,4%,-1%,11%[0.369 µM],i,-2%,-5%,i
COc1cccc(C2NC(=O)NC(C)=C2C(=O)Nc2cc(OC)ccc2OC)c1 (stereo not given),-2%,-4%,-1%,-1%,1%,u,2.5%,x,-2%,10%,x
CN(C)c1oc(-c2ccccc2F)nc1C#N,-74%,0%,18%,-8%,-13%,26%,-1.4%,x,-6%[2.3 µM],-2%,x

# Next part, overlapping the part above by three compounds.
SMILES,HADH2 inh,FLuc inh,Tau filament bind,ERK AVP block,DNA Pol III inh,CRE-bla Fsk,HBB splice mod,Rhodamine fluor,Hsp90 Hop PPI,ALOX15 inhib,Texas Red fluor
CCN(CC)C(=O)Oc1ccc2c(=O)c(-c3ccc(OC)cc3)c(C)oc2c1,-4%,3%,4%,32µM*,4%,-1%,11%[0.369 µM],i,-2%,-5%,i
COc1cccc(C2NC(=O)NC(C)=C2C(=O)Nc2cc(OC)ccc2OC)c1 (stereo not given),-2%,-4%,-1%,-1%,1%,u,2.5%,x,-2%,10%,x
CN(C)c1oc(-c2ccccc2F)nc1C#N,-74%,0%,18%,-8%,-13%,26%,-1.4%,x,-6%[2.3 µM],-2%,x
COC(=O)c1cc(-c2cccc(OC)c2)on1,8%,-23%,-14%,-15%,-4%,5%,1.5%,i,6%,1%,i
N#Cc1cnn(CC2CCCCC2)c1N,3%,0%,-7%,4%,-2%,-2%,-0.5%[9.22 µM],x,-4%,-6%,x
CN(C)Cc1ccccc1-c1ccc2ncnc(N(C)Cc3ccco3)c2c1,14%,-4%[2.29 µM],-8%,-11%,-2%,u,1.1%,i,-6%,-4%,i
O=C(CCCN1C(=O)c2ccccc2C1=O)Nc1ccccn1,-7%,-2%,13%,0%,-3%,0%,0.5%,i,-1%,8%,i
Cc1noc(NS(=O)(=O)c2ccc(N)cc2)c1C,4%,2%,u,-11%,-2%,11%,1.3%[0.369 µM],i,-2%,5%,u
CC(C)(C)NC(=O)NC(=O)COC(=O)CNC(=O)c1cccc(F)c1,4%,0%,4%,23%,-4%,-5%,0.7%[57.5 µM],i,-3%,12%,i
CC(=O)c1cccc(NC(=O)CN(c2cccc(F)c2)S(C)(=O)=O)c1,-4%,2%,-3%,-10%,-7%,2%,-1.6%,i,-6%,-3%,i
O=C(Cn1cnc2c(cnn2-c2ccc(F)cc2)c1=O)NCc1ccco1,8%,1%,0%,5%,3%,u,2.7%,i,-2%,0%,i
Cc1ccc(-c2csc(NC(=O)c3ccno3)n2)cc1,20µM*,-9%,32µM*,-27%,-8%,-6%,0.1%[57.5 µM],i,-11%,-18%,i
O=C(c1cccs1)N1CCN(S(=O)(=O)N2CCOCC2)CC1,8%,1%,-10%,-15%,-3%,u,-0.5%,i,-6%,3%,i
CCCCNC(=O)C(c1ccc(OCC(=O)OC)c(C(=O)OC)c1)N(CCc1ccccn1)C(=O)CCCCCN1C(=O)NC(c2ccc(-c3ccccc3)cc2)C(C(=O)OCc2ccccc2)=C1C (stereo not given),14%,x,49%,-1%,-1%,u,-0.8%,x,-8%,-14%,x
Cn1cc(SCC(=O)NCc2ccc3c(c2)OCO3)c2ccccc21,u,-10%,-6%,x,-5%,-6%,0.5%,x,2%,-7%,x
Cc1nnc(SCC(N)=O)n1CC1CCCO1 (stereo not given),-5%,-1%,4%,10%,-9%,0%,x,i,0%,7%,i
CCCCCCn1c(CN2CCN(C(=O)c3ccco3)CC2)nc2c1c(=O)n(C)c(=O)n2C,u,3%,19%,x,-4%,u,-0.3%,x,-4%,10%,x
C[Si](C)(c1ccc(C(=O)O)cc1)c1ccc(C(=O)O)cc1,6%[11.4 µM],1%[11.4 µM],5%[11.4 µM],17%[11.5 µM],-15%[11.4 µM],1%[7.6 µM],0.2%[9.22 µM],i,0%[11 µM],-29%[11.4 µM],i
COc1ccc(CN2CCN(S(=O)(=O)c3ccc(F)cc3)CC2)cc1OC,11%,-1%,-2%,-12%,-7%,u,2.0%,i,-3%,-1%,i
CCOC(=O)C1C(=O)CC(C)(O)C(C(=O)OCC)C1c1ccc(Br)o1 (stereo not given),-1%,0%,6%,3%,-6%,-14%,-3.4%,i,0%,5%,i

# Structural class, those above containing fluorine (six)
SMILES,HADH2 inh,FLuc inh,Tau filament bind,ERK AVP block,DNA Pol III inh,CRE-bla Fsk,HBB splice mod,Rhodamine fluor,Hsp90 Hop PPI,ALOX15 inhib,Texas Red fluor
Fc1ccc(COc2ccc(/C=N/n3cnnc3)cc2)cc1,-2%[11.4 µM],-1%,20%[11.4 µM],8%,-1%[11.4 µM],u,0.6%[0.0738 µM],x,-6%[11 µM],18%[11.4 µM],x
CN(C)c1oc(-c2ccccc2F)nc1C#N,-74%,0%,18%,-8%,-13%,26%,-1.4%,x,-6%[2.3 µM],-2%,x
CC(C)(C)NC(=O)NC(=O)COC(=O)CNC(=O)c1cccc(F)c1,4%,0%,4%,23%,-4%,-5%,0.7%[57.5 µM],i,-3%,12%,i
CC(=O)c1cccc(NC(=O)CN(c2cccc(F)c2)S(C)(=O)=O)c1,-4%,2%,-3%,-10%,-7%,2%,-1.6%,i,-6%,-3%,i
O=C(Cn1cnc2c(cnn2-c2ccc(F)cc2)c1=O)NCc1ccco1,8%,1%,0%,5%,3%,u,2.7%,i,-2%,0%,i
COc1ccc(CN2CCN(S(=O)(=O)c3ccc(F)cc3)CC2)cc1OC,11%,-1%,-2%,-12%,-7%,u,2.0%,i,-3%,-1%,i

# Screening results: PubChem, National Center for Advancing Translational Sciences (NCATS)
